Source: PubChem
p53ts 39C tox – kills p53ts cells at the nonpermissive temperature; 130,000 compounds, 1.5% hits; Potency, µM (doses to about 46.1 µM), for the others: at the top dose activity change, negative = cell killing, hits mostly cytotoxic; AID 902; H1299-p53A138V viability at 39C, ATP luminescence, 24 h; also: nearly all actives have a fitted effect of over 55% in size
Imprint erasure – induces erasure of genomic imprints in mouse ES cells | mouse ES Peg3-LacZ reporter, beta-gal luminescence, 40 h | Potency, µM (doses to about 60.7 µM), inactives show at the top dose activity change, positive = activation, usual class: activators | 110,000 compounds, 0.02% hits | AID 1948;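 also: 0% = negative control wells on the plate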
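Each well holds 300 Peg3LacZ-Neo (maternal) female ES cells incubated 40 h at 37C, 5% CO2. LacZ is measured by BetaGlo luminescence, with AC50 and maximum efficacy derived from dose-response curves.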
IkB sig inh – inhibitors of IkB signaling in ABC-DLBCL cells | ABC-DLBCL IkBa-CBG/CBR dual luciferase ratio, 4 h; response scale: scaled: untreated 0%, proteasome inhibitor 100% | Potency, µM (top dose mostly 57.1 µM), inactives show at the highest dose IkBa stabilization activation | 110,000 compounds, 0.04% hits; active = well fitted curve in the direction sought with a large enough effect in the signal ratio, not every such curve was filed as active; inconclusive = small, poorly fitted or top-dose-only effect, or a change in a side signal; the % refers to the signal ratio;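 also: the direction sought is a rising ratio; 0% = basal untreated cells and 100% = reference inhibitor full response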
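Curves were fitted separately to fusion (green), unfused (red) and ratio luminescence, then classed by r2, magnitude and activity. Cells: OCI-Ly3, 4 h compound plus doxycycline at 37C; 10 uM MG-132 defined full response.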
p53ts 32C tox – p53ts cell cytotoxicity, permissive temperature. 130,000 compounds, 0.93% hits. AID 924. Potency, µM (titrated, usually from 46.1 µM), for the others: at the top dose activity change, negative = cytotoxicity, hits mostly cytotoxic. H1299-p53A138V at 32C, ATP luminescence viability, 24 h;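 also: 0% = DMSO and -100% = full killing by reference compound; nearly all actives have a fitted effect of over 55% in size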
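H1299-p53 A138V cells (temperature-sensitive p53) exposed 24 h to up to 46 uM compound at 32C, where p53 is wild-type in conformation. Viability read as ATP luminescence and normalised to DMSO and 100 uM tamoxifen. AC50 fitted with the Hill equation.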
* hit, by the source's call; ? = inconclusive; nt = not tested or not shown; & = joins results of further samples; [ ] = another dose, or the depositor's remark. Unless noted, calls follow the shape of the dose curve; as a rule, active = well fitted curve in the direction sought with a large enough effect; inconclusive = small, poorly fitted or top-dose-only effect, or another doubt; inactive = no such curve, though single readings can be large; an effect the other way counts as inactive or inconclusive. Unless noted, % is scaled to controls: 0 for no effect and ±100 for the full control effect; potency is read from the fitted curve at half-maximal effect.

No.	Compound	p53ts 32C tox	p53ts 39C tox	Imprint erasure	IkB sig inh
1	Cc1cc(-c2ccccc2)n(-c2ccc(C(=O)N3CCN(c4ncccn4)CC3)cc2)n1	13%	6%	-21%	?
2	COc1ccc(-c2c(C#N)c(SCC(=O)Nc3ccc(C)cc3)nc(C)c2C(=O)Nc2ccccc2)cc1	8%	-3%	-15%[10.9 µM]	4.4%
3	COCc1[nH]nc2c1C(c1cc(OC)c(O)c(OC)c1)C(C#N)=C(N)O2 (stereo not drawn)	12%	9%	-3%	0.2%
4	CC1CCCC(NS(=O)(=O)c2ccc3c(c2)OCCO3)C1C (stereo not drawn)	11%	5%	-13%	0.4%
5	COc1ccc(CNC(=O)CCCn2c(=O)c3cccn3c3ccc(F)cc32)cc1OC	12%	-21%	-12%[10.9 µM]	0.0%
6	NC(=O)C1(N2CCCCC2)CCN(C(=O)CSc2nc(C(F)(F)F)cc(=O)[nH]2)CC1	2%	3%	-12%	1.8%
7	CCC(=O)N1CCc2cc(S(=O)(=O)NCCC(=O)NC(C)c3ccccc3)ccc21 (stereo not drawn)	7%	19%	-14%[10.9 µM]	-3.2%
8	CN1C(=O)Cn2c1nc1ccccc12	-7%	1%	9%	0.4%
9	O=c1c2cc3c(cc2nc2sc(Nc4ccc(F)c(Cl)c4)nn12)OCO3	9%	-3%	17%[10.9 µM]	-1.6%
10	CCCN(C(=O)CCn1cnc2onc(-c3ccc(F)cc3)c2c1=O)c1ccccc1C	21%	-3%	26%[10.9 µM]	?

In another format: 4 of the compounds above.
5) COc1ccc(CNC(=O)CCCn2c(=O)c3cccn3c3ccc(F)cc32)cc1OC
6) NC(=O)C1(N2CCCCC2)CCN(C(=O)CSc2nc(C(F)(F)F)cc(=O)[nH]2)CC1
7) CCC(=O)N1CCc2cc(S(=O)(=O)NCCC(=O)NC(C)c3ccccc3)ccc21 (stereo not drawn)
8) CN1C(=O)Cn2c1nc1ccccc12
screen / no.	5	6	7	8
p53ts 32C tox	12%	2%	7%	-7%
p53ts 39C tox	-21%	3%	19%	1%
Imprint erasure	-12%[10.9 µM]	-12%	-14%[10.9 µM]	9%
IkB sig inh	0.0%	1.8%	-3.2%	0.4%

Further entries.
No.	Compound	p53ts 32C tox	p53ts 39C tox	Imprint erasure	IkB sig inh
11	O=S(=O)(Nc1cccnc1)c1cccc2cccnc12	5%	4%	-13%	-0.6%
12	CCCCOC(=O)Nc1cccc(C(C)=O)c1	-16%	-11%	-12%	-0.4%
13	Nc1c(C(=O)Nc2ccc(F)cc2)sc2nc(-c3ccco3)ccc12	3%	5%	-10%	-0.7%
14	Cc1ccc2oc(=O)c3cc(C(=O)NCCCOC(C)C)sc3c2c1	10%	-10%	4%[10.9 µM]	0.2%
15	CCCc1cc(N2CCN(c3cccc(C)c3C)CC2)n2cnnc2n1	3%	-23%	-15%[10.9 µM]	?
16	CCc1ccc(CN(Cc2cn[nH]c2-c2ccc(OC)cc2)C(=O)Nc2ccc(C)c(F)c2)cc1	5%	-5%	3%[10.9 µM]	?
17	COC(=O)CN(c1ccccc1F)S(=O)(=O)c1ccccc1	0%	0%	3%	2.7%
18	CN(C)c1ccnc(-c2ccccc2C(F)(F)F)n1	7%	7%	-9%	-2.7%[11.4 µM]
19	O=C(CCC1CCCC1)N1CCN(C(=O)c2cccnc2)CC1	-6%	1%	1%	-0.2%
20	O=C1CCC(=O)N1CCCCCc1nc(-c2ccccc2)no1	-10%	3%	-20%	6.5%
21	O=C1C(=O)N(C2CCN(C(=O)c3ccccc3Cl)CC2)CCN1Cc1ccc(F)cc1	14%	14%	15%[10.9 µM]	?
22	CCn1c(SCC(=O)N2CCCc3ccccc32)nc2c1c(=O)n(C)c(=O)n2C	16%	4%	nt	0.5%
23	Cc1ccc2nc(-c3cccnc3)c(Nc3ccccc3C)n2c1	0%	-8%	2%[10.9 µM]	-1.0%
24	CC(C)(C)OC(=O)N1CCC[C@H]1c1nnc(SC/C=C/c2ccccc2)o1	4%	4%	-12%	?
25	COc1ccc(CNC(=O)CSCc2cnn(-c3ccccc3)c2-n2cccc2)cc1OC	-2%	-24%	-21%[10.9 µM]	?
26	Cc1ccc(Cn2c(CNC(=O)c3ccccc3Br)nc3cccnc32)cc1	2%	-10%	10%[10.9 µM]	-1.7%
27	CCC(=O)Nc1c(C(=O)Nc2cccc(OC)c2)oc2ccccc12	8%	0%	-48%[inhibitor]	2.6%
28	COC(=O)c1cc(=O)cc(C(=O)OC)o1	1%	11%	nt	nt
29	CCOC(=O)c1c(C)oc2nc(C)nc(NCC3CCN(Cc4ccccc4C)CC3)c12	2%	-4%	-3%[10.9 µM]	-0.8%
30	CCC(=O)Nc1ccc(C(=O)Nc2cccnc2)cc1	-2%	6%	-38%[inhibitor]	-2.4%
31	CCOC(=O)c1ccc(NC(=O)c2c(NCc3ccc(OC)c(OC)c3OC)sc3c2CCC(C)C3)cc1 (stereo not drawn)	-11%	1%	-5%[10.9 µM]	?
32	CCOc1ccc(C2CC(c3ccccc3C)n3ncnc3N2)cc1 (stereo not drawn)	9%	-1%	-7%	-2.6%
33	COc1ccccc1C(=O)Nc1nc2nc(-c3ccccc3)cc(=O)n2[nH]1	-4%	-26%	-6%[10.9 µM]	1.8%
34	Cc1nccn1C[C@@H]1CCc2c(c3ccccc3n2C)C1=O	-3%[20.6 µM]	4%[20.6 µM]	-9%[16.8 µM]	-0.1%[25.6 µM]
35	O=C(CCCCCn1c(=O)[nH]c2ccccc2c1=O)NCc1ccccc1	-11%	0%	-7%[10.9 µM]	-0.2%
36	Cc1oc(-c2cccc(Cl)c2)nc1CN1CCCC(C(=O)N2CCN(c3ccc(F)cc3)CC2)C1 (stereo not drawn)	?	?	-10%[10.9 µM]	?
37	Cc1ccc(C)c(N2C(=O)N(Cc3cc(=O)n4ccccc4n3)c3ccccc3S2(=O)=O)c1	8%	-12%	-8%[10.9 µM]	?
38	Cn1c(=O)[nH]c(=O)c2c1nc1n2CCN1c1ccccc1	-17%	-15%	0%[10.9 µM]	-0.2%
39	Cc1cc2ccccc2n1CCNC(=O)c1ccc(Br)cc1	-3%	-26%	1%[10.9 µM]	?
40	Cc1nc(SCC(=O)N2CCN(c3ccccc3)CC2)c2oc3ccccc3c2n1	-1%	-21%	2%	-0.5%
41	O=C(c1ccco1)N1CCN(/C(=N/S(=O)(=O)c2cccs2)c2ccccc2Cl)CC1	-4%	0%	1%	-0.8%
42	O=C(Nc1cccc(-c2nc3ccccc3o2)c1)C(F)(F)F	?	?	-25%[10.9 µM]	7.3%
43	O=C(CCS(=O)(=O)c1cccs1)Nc1ccc(C(=O)Nc2cccc(Cl)c2)cc1	-11%	-14%	-11%[10.9 µM]	24%
44	COc1ccc(OC)c(NC(=O)C2=C(C)Nc3ncnn3C2c2cccs2)c1 (stereo not drawn)	13%	14%	-3%	0.7%
45	CCN1CCN(c2csc3ccc(F)cc3c2=O)CC1	-15%	-13%	-14%[10.9 µM]	?
46	COc1ccccc1CNC(=O)C1CCN(S(=O)(=O)c2cn(C)cn2)CC1	7%	-7%	5%[10.9 µM]	0.2%
47	COc1cccc(C2CC(C(F)(F)F)n3nc(C(=O)NCc4cccnc4)cc3N2)c1 (stereo not drawn)	2%	15%	-2%	0.7%
48	Cc1ccc(S(=O)(=O)NC(=O)Nn2c(C)nnc2C)cc1	-7%	5%	-5%	-0.7%
49	O=C1C[C@@H](O)[C@@H](O)[C@H]2[C@@H]3C(=O)N(c4cccc(Oc5ccccc5)c4)C(=O)[C@@H]3CC[C@H]12	0%&8%[9.22 µM]	9%&11%[9.22 µM]	nt	nt
50	COc1cc2c(cc1OC)C(c1cc3ccccc3oc1=O)=NC(C)(C)C2	-27%	15%	nt	nt
51	COCCCn1c(SCC(=O)Nc2ccc(NC(=O)c3ccco3)c(OC)c2)nc2ccccc2c1=O	-3%	-6%	nt	nt
52	COc1ccc(CNC(=O)C2CCN(S(=O)(=O)c3c(C)noc3/C=C/c3cccs3)CC2)cc1	-1%	11%	-7%[10.9 µM]	-0.6%
53	C/C(N)=C(/C#N)C(=O)CSc1nnc(NC(C)C)s1	3%	-3%	-11%	0.4%
54	Cc1nc2nc(SCC(=O)NC(C)c3ccccc3)nn2c(C)c1Cc1c(F)cccc1Cl (stereo not drawn)	13%	22%	-6%[10.9 µM]	?
55	COc1cccc(-c2ccc3ncnc(NCc4ccccc4)c3c2)c1	-4%	-23%	-15%	?
56	COC(=O)c1ccc(C2c3c(n[nH]c3C)C(=O)N2c2ccc(C)cc2)cc1 (stereo not drawn)	6%	-1%	-5%	-1.5%
57	CN(C)C(CNC(=O)Nc1cccc(Cl)c1)c1cccnc1 (stereo not drawn)	1%	-13%	-26%	-4.0%
58	Cc1nc2cc(Cl)ccc2n1CCO	-1%	17%	4%	-1.4%
59	CCOc1ccc(N2CC(NC(=O)C3CCCC3)CC2=O)cc1 (stereo not drawn)	-4%	-6%	-5%[10.9 µM]	-3.8%
60	COC(=O)C1=C(C)Nc2c(c(=O)n(C)c(=O)n2C)C1c1cccnc1 (stereo not drawn)	5%	12%	nt	nt

The list goes on:
No.	Compound	p53ts 32C tox	p53ts 39C tox	Imprint erasure	IkB sig inh
61	Cc1ccc(-c2noc(CCC(=O)NCC3CCN(Cc4cccc(C)c4)CC3)n2)cc1	-4%	-20%	-14%	-0.4%
62	CCOC(=O)c1c(C)n(C)c2ccc(OCC(O)CN3CCCCCC3)cc12 (stereo not drawn)	-8%	-9%	-7%	0.7%
63	Cc1ccc(-c2ccc(=O)n(Cc3ccc(F)cc3)n2)cc1	-3%	-23%	-15%[10.9 µM]	?
64	COc1ccc(C2=Nn3c(nc4sc(C(=O)Nc5cccc(C)c5)c(C)c4c3=O)SC2)cc1	-7%	23%	-4%[10.9 µM]	0.4%
65	COc1ccc(Cn2ccc3nc(C)c(C(=O)Nc4ccc(OC)cc4OC)cc3c2=O)cc1	16%	3%	-14%[10.9 µM]	1.3%
66	C1CCN(c2nc(N3CCCC3)nc(N3CCNCC3)n2)C1	-6%	1%	-14%	-0.3%
67	CC(=O)c1cc(CN2C(=O)c3ccccc3C2=O)cs1	2%	7%	-15%	-2.3%
68	Cc1cc(O)c(C(=O)c2ccccc2C(=O)O)cc1C	-4%	1%	1%	-2.5%
69	COc1cccc(NC(=O)CSc2nccn2C2CCCC2)c1	-9%	?	?	-2.1%
70	COc1cc(OC)c(C2=NOC(C(=O)Nc3c(C)nn(CC(=O)N4CCCC4)c3C)C2)cc1Cl (stereo not drawn)	6%	13%	-9%	1.1%
71	CC1CN(C(=O)C(C)N2C(=O)c3ccccc3C2=O)CC(C)O1 (stereo not drawn)	1%	-10%	13%	0.1%
72	CCCSc1nnc2[nH]c(=O)cc(C)n12	9%	-14%	-4%[10.9 µM]	0.2%
73	CCO/C(C)=N/n1c2nc3ccccc3nc2c2c(=O)n(C3CCCC3)c(C)nc21	-2%	-1%	-3%	-0.4%
74	O=C(COc1ccccc1[N+](=O)[O-])N(Cc1ccco1)c1ccccn1	-14%	0%	-11%[10.9 µM]	2.2%
75	[O-][N+](CCO)(CCO)c1ncnc2nc[nH]c12	-1%[9.22 µM]	5%[9.22 µM]	-10%[10.9 µM]	-1.0%[11.4 µM]
76	O=C(CN1CCN(S(=O)(=O)c2ccc(Cl)cc2)CC1)Nc1ccc(N2CCOCC2)cc1	20%	9%	nt	nt
77	CCOc1cc2c(C#N)c(N3CCOCC3)nc(N)c2c(N)n1	0%	-12%	-9%	-0.7%
78	c1cnn(-c2cc(N3CCOCC3)ncn2)c1	-5%	7%	-19%	-1.7%
79	COC1=CC(=O)C=C(OC)C1=O	?	16µM*	-39%[inhibitor]	nt
80	CC(C)Cn1c(=O)c2ccccc2n2c(CCC(=O)NCc3ccccc3Cl)nnc12	9%	13%	5%[10.9 µM]	1.1%
81	Cc1ccc(NC(=O)c2oc3ccccc3c2NC(=O)c2ccccc2C)cc1	-1%	-23%	22%[10.9 µM]	?
82	O=c1cc(-c2ccccc2)nc2nc(COc3ccccc3)[nH]n12	-5%	4%	1%	0.3%
83	O=C(NCc1ccccc1)c1n[nH]nc1-c1ccccc1O	-5%	-17%	-20%	?
84	CCCC12CN3CC(C)(CN(C1)C3c1ccc3c(c1)OCO3)C2=O (stereo not drawn)	12%	14%	-3%	1.6%
